Wee1 stabilizer: human Wee1 degradation inhibition, primary screen | 220,000 tested, 1.2% active | reporter increase, % at 5 µM | HeLa Luc-Wee1K328M stability, luciferase luminescence; 100% = proteasome inhibitor MG132 effect | AID 1321 | P30291;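 active means activation above the mean of all tested compounds plus 3 SD, set per screening run, cut at about 8.8% in these data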;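 further: cells exposed to compound for 20 h before luminescence read; 0% = DMSO alone and 100% = MG132 at 30 µM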
BaF3 tox: counter-screen for JAK2V617F inhibitors: parental Ba/F3 viability inhibitors. CellTiter-Glo ATP luminescence. inhibition, % at 5.6 µM. 220,000 tested, 1.1% active. AID 1486;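 active means inhibition above a per-campaign cutoff, the mean inhibition of all tested compounds plus 3 SD, cut at about 27% in these data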;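 further: 0% = DMSO wells and 100% = JAK Inhibitor I control wells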
eIF4E-4G inh: eIF4E/eIF4G interaction inhibition in translation initiation | AID 782 | TR-FRET eIF4E-eIF4GI(517-606) binding, 2 h | 220,000 tested, 0.37% active | inhibition, % at 21.7 µM | P63073+Q04637;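 active means inhibition above about 30%, limit read from the data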;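 further: 0% = full FRET control wells and 100% = background wells lacking eIF4GI fragment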
S1P4 antagonist: blocks the human S1P4 receptor; 220,000 tested, 0.26% active; AID 1510; S1P4-expressing cells, antagonist mode, reporter read-out; inhibition, % at 4.98 µM; O95977; in the data active means inhibition above about 29%;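 further: 0% = wells stimulated with agonist and 100% = vehicle wells without agonist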
Target sequence (O95977 whole entry, looked up): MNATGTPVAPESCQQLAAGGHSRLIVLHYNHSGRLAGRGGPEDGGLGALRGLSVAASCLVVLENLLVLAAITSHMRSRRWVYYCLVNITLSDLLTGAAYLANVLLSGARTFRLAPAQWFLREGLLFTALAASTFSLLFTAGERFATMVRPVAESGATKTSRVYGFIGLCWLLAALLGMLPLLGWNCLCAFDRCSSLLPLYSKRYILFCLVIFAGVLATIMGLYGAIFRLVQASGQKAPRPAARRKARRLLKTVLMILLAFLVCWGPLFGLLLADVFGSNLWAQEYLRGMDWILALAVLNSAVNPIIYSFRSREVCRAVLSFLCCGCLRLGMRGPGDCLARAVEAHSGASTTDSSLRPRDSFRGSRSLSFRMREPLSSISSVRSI
MDM2 E3 inh: inhibitors of human Mdm2 E3 ubiquitin ligase; cell-based MDM2 ubiquitination luciferase reporter, 2 h; 0 = plate control, 100 = twice control, blank-subtracted; signal enhancement, % at 5 µM; 210,000 tested, 0.11% active;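 active means signal enhancement of 30% or more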;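 further: luminescence tracks abundance of the self-degrading MDM2-luciferase fusion protein; higher signal means inhibition of MDM2 E3 ligase activity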
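Timing – 2 h compound exposure at 37 °C · Assay system – mammalian cells stably expressing self-ubiquitinating, self-degrading MDM2 E3–luciferase fusion · Amount – 2000 cells seeded into each well · Measure – % luminescence enhancement versus blank-corrected plate control mean · Measured by – SteadyLite luminescence, 15 min reagent step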
NPY-Y2 PAM-ag: human NPY-Y2 potentiation or agonism, primary screen | P49146 | cells expressing NPY-Y2, potentiator/agonist read-out | activation, % at 3.6 µM | 220,000 tested, 0.45% active | AID 1359; in the data active means activation above about 27%;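 further: cells stimulated with NPY near EC25 plus isoproterenol at EC100; 0% = vehicle plus submaximal agonist and 100% = vehicle plus saturating agonist; some results beyond the cut were filed as inactive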
Target sequence (P49146 whole entry, looked up): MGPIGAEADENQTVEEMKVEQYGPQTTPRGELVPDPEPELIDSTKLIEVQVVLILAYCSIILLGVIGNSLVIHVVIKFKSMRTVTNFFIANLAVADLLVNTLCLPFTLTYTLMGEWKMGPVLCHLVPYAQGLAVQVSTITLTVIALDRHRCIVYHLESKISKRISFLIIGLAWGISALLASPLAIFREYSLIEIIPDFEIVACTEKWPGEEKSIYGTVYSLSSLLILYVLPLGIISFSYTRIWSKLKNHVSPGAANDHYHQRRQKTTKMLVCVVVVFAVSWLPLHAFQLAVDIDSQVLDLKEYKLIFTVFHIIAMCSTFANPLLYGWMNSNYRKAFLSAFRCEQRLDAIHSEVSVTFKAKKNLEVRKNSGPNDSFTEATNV
S1P4 ag: human S1P4 receptor agonism; O95977; activation, % at 4.98 µM; 220,000 tested, 0.35% active; S1P4-expressing cell line, agonist reporter assay; in the data active means activation above about 11%;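 further: 0% = DMSO vehicle and 100% = reference agonist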
PERK inh: human PERK inhibition, primary cell-based screen | CHO PERK-DD fusion, SEAP luminescence translation reporter | inhibition, % at 5.6 µM | 220,000 tested, 0.17% active | Q9NZJ5;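 active means inhibition above the mean inhibition of all tested compounds plus 3 SD, set separately per screening campaign, cut at about 2.9% in these data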;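 further: PERK kinase domain activated by AP20187 dimerizer at 100 nM; 0% = DMSO with dimerizer and 100% = rapamycin at 8.4 µM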
Ba/F3 V617F tox: loss of viability in JAK2V617F-driven Ba/F3 cells. Ba/F3 EpoR-JAK2V617F viability, ATP luminescence. inhibition, % at 5.6 µM. 220,000 tested, 1.1% active. AID 1446;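 active means inhibition above the campaign mean plus 3 SD over all tested compounds, cut at about 24% in these data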;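 further: cytokine-independent growth of Ba/F3 cells driven by EpoR plus mutant JAK2; 0% = DMSO-treated cells and 100% = JAK inhibitor I control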
* marks the source's active call; other numbers are inactive results; nt = no result given; [ ] = another dose, or the depositor's remark. Random draw from the library, and some 4.1% of all compounds hit somewhere here.

Sample of the layout, 2 compounds:
SMILES | Wee1 stabilizer | BaF3 tox | eIF4E-4G inh | S1P4 antagonist | MDM2 E3 inh | NPY-Y2 PAM-ag | S1P4 ag | PERK inh | Ba/F3 V617F tox
Cc1nnc(-c2ccco2)c2cn(-c3cccc(Br)c3)nc12 | -1 | 1 | 0 | -10 | 0 | -2 | -0.9 | 1.2 | 3
Fc1ccc(-n2c(-c3ccc4ccccc4n3)n[nH]c2=S)cc1Cl | -1 | -3 | 2 | -3 | -14 | 2 | -0.6 | 1.9 | -4

The list itself, repeating the preview:
SMILES | Wee1 stabilizer | BaF3 tox | eIF4E-4G inh | S1P4 antagonist | MDM2 E3 inh | NPY-Y2 PAM-ag | S1P4 ag | PERK inh | Ba/F3 V617F tox
Cc1nnc(-c2ccco2)c2cn(-c3cccc(Br)c3)nc12 | -1 | 1 | 0 | -10 | 0 | -2 | -0.9 | 1.2 | 3
Fc1ccc(-n2c(-c3ccc4ccccc4n3)n[nH]c2=S)cc1Cl | -1 | -3 | 2 | -3 | -14 | 2 | -0.6 | 1.9 | -4
COC(=O)c1ccc(C2/C(=C(/O)c3ccc(OC)cc3)C(=O)C(=O)N2c2cc(C)on2)cc1 (centres undefined) | -1 | 4 | nt | -9 | -13 | -15 | -0.3 | -0.5 | -1
CCOc1ccccc1-n1c(SCC(=O)NC(C)CC)nnc1-c1ccoc1C (centres undefined) | 0 | 6 | -10 | 10 | -8 | -13 | -0.1 | -1.6 | 7
C/C(=N/NC(=O)CNS(=O)(=O)c1ccc(C)cc1)c1cccc([N+](=O)[O-])c1 | -3 | 2 | -3 | -7 | -4 | -11 | 1.4 | -0.1 | -3
COc1ccccc1CN1C[C@@H]2C[C@@H](c3[nH]c4c(C)cccc4c3C)N3CCC[C@@]23C1=O | -3 | 5 | 0 | -35 | -3 | 0 | -0.6 | 0.6 | -3
Cc1ccc(N=C2NC(=O)/C(=C/C=C/c3ccco3)S2)cc1C | 0 | 12 | 6 | -8 | -9 | -16 | 0.5 | 0.5 | 6
Cc1ccc2sc(N(CCCN(C)C)C(=O)CN3C(=O)c4ccccc4C3=O)nc2c1C | -3 | 5 | 4 | 1 | -39 | 2 | -1.8 | -0.5 | 1
Cn1nc(-c2ccc(C(=O)N3CCN(Cc4ccccc4)CC3)cc2)c2ccccc2c1=O | 0 | 4 | 8 | -3 | -16 | 1 | 1.4 | -1.6 | 3
CC(=O)NC(CCS(C)(=O)=O)C(=O)Nc1cccc2ccccc12 (centres undefined) | 0 | 2 | -5 | -9 | -21 | 5 | 2.9 | 1.5 | -1
CC1Cc2nc(SCC(=O)Nc3nc4ccccc4s3)n(C)c(=O)c2S1 (centres undefined) | -4 | 4 | -8 | -22 | -8 | 2 | -5.6 | -1.2 | 0
COc1cccc2c1OCC(CN1CCN(CCC(C)C)C(CCO)C1)=C2 (centres undefined) | 2 | 10 | -1 | -9 | -9 | -6 | 2.8 | -0.1 | 3
Cc1cc(C)c2c(N)c(C(=O)N3CCN(c4ncccn4)CC3)sc2n1 | -3 | -2 | 1 | -12 | 0 | -9 | -0.8 | -1.5 | -4
O=C(O)CCCC(=O)N(Cc1ccccc1)Cc1ccccc1 | -1 | 0 | -7 | -11 | -19 | 2 | -0.4 | 0.6 | -4
Cc1ccc(-n2nnnc2C(Cl)(Cl)c2nnnn2-c2ccc(C)cc2)cc1 | -1 | 0 | 15 | 1 | -11 | -15 | 2.8 | 0.7 | -3
COc1cc(C#N)c(NC(=S)N2CCOCC2)cc1OC | -2 | 3 | -1 | -3 | -22 | -3 | 24* | 0.8 | 2
O=C(CCc1nnc(CCCc2ccccc2)o1)NCCc1ccco1 | -1 | 9 | 1 | 7 | -6 | -20 | 1.2 | 0.0 | -2
COCC1CCN(Cc2nc(-c3ccc(OC)cc3)no2)CC1 | 0 | 9 | 3 | -9 | -15 | -1 | -0.3 | 2.6 | 1
O=C(O)C1C2CC3C(OC(=O)C31)C2Cl (centres undefined) | -1 | -4 | 7 | 10 | -9 | -5 | -0.7 | 0.5 | -2
O=C(CNCc1cccs1)Nc1ccc(S(=O)(=O)N2CCCCC2)cc1 | 3 | 1 | -1 | -5 | -14 | -1 | -0.8 | -0.2 | 2
Cc1ccc(C(=O)CSc2nnc(-c3ccc4[nH]c(C)c(C)c4c3)o2)cc1C | -3 | -1 | -37 | -14 | -1 | 1 | 2.3 | 0.6 | -4
Nc1nnc(CCC2CCCCC2)s1 | 1 | 3 | 2[fluorescence artefact?] | -6 | -1 | -2 | 3.7 | -0.5 | -3
COc1ccc(N2C(=O)C3ON(C4SC(=S)N(C)C4(C)C)C(c4ccc(Cl)cc4)C3C2=O)cc1 (centres undefined) | -1 | 6 | 2 | -7 | nt | 1 | -1.4 | -0.8 | 5
O=C(c1ccc2c(=O)n3c(nc2c1)CCCCC3)N1CCc2ccccc21 | 4 | 2 | -6 | 9 | -6 | -42 | 1.6 | -1.2 | 0
CCc1ccc(OCCCC(=O)NCc2ccccc2)cc1 | 0 | 6 | 17 | 7 | 2 | -10 | 0.3 | 0.8 | -1
Cc1ccc(-n2c(SCC(=O)Nc3cc(C)on3)nc3c([nH]c4ccccc43)c2=O)cc1 | 2 | 4 | -4 | 8 | -8 | -3 | 0.4 | 0.3 | -5
COc1cccc(NC(=O)C2c3cc(OC)c(OC)cc3C(=O)N(C)C2c2cccnc2)c1 (centres undefined) | -3 | -4 | 8 | -13 | -10 | -4 | 0.5 | 0.3 | -2
CCC(=O)N1CCc2cc(S(=O)(=O)CCC(=O)NCCC3=CCCCC3)ccc21 | -1 | 3 | 6 | -11 | -5 | -5 | 2.1 | -1.9 | 5
COc1ccc(NC2=NC(C)(CO)CS2)cc1 (centres undefined) | -2 | 5 | 2 | -10 | -15 | -6 | -0.4 | 0.6 | 4
Cc1ccc(Nc2nnc(SCc3cc(=O)n4ccsc4n3)s2)c(C)c1 | -1 | 11 | 19[fluorescence artefact?] | 8 | -9 | -10 | 0.6 | -1.1 | 4
Cc1nn(C)c(C(=O)Nc2cccc(CN3CCOCC3)c2)c1Br | 0 | 5 | 6 | -9 | 7 | -2 | 0.4 | 0.3 | 3
CC(Sc1ncc(C#N)c(N)n1)C(=O)Nc1ccccc1 (centres undefined) | -3 | 2 | 1 | 8 | -8 | 12 | 1.3 | 0.3 | 0
O=c1oc2ccccc2cc1-c1csc(Cc2nc(-c3ccc(Br)cc3)cs2)n1 | 0 | -4 | -14[fluorescence artefact?] | 5 | -20 | 8 | 0.8 | 1.7 | -7
O=C(NNC(=O)C1C2CCC(C2)C1C(=O)O)c1cccc(Cl)c1 (centres undefined) | 0 | 6 | -2 | -28 | -1 | 1 | 0.3 | -0.1 | 1
CN1CCN(c2cc(=O)n(-c3ccc(Cl)cc3)c(=O)[nH]2)CC1 | 2 | 7 | -7 | -14 | -12 | 7 | 0.3 | 1.9 | -2
CN1C(=O)N(C)C2(c3ccccc3)N(C(C)(C)C)C(=O)NC12c1ccccc1 (centres undefined) | -1 | 0 | 1 | 2 | 9 | 9 | -0.3 | 0.4 | 0
Cc1c(NC(=O)Cn2nc(C(F)(F)F)c3c2CCCC3)c(=O)n(-c2ccccc2)n1C | 1 | 7 | -9[fluorescence artefact?] | 9 | 6 | 21 | 0.9 | 0.7 | -2
CCOC(=O)Cn1nnc(-c2ccc(S(C)(=O)=O)cc2)n1 | -1 | 7 | 1 | -8 | -6 | -17 | 1.4 | 0.6 | 1
O=C(NCC1OCCc2ccccc21)c1ccco1 (centres undefined) | -3 | 1 | -6 | -6 | -17 | 4 | 0.5 | 1.1 | -6
Cc1nc(SCC(=O)Nc2ccc(F)cc2)c(C#N)c(C)c1CC(=O)c1ccc(Br)cc1 | -1 | 2 | -9[fluorescence artefact?] | 10 | -14 | 0 | 2.7 | 0.2 | -5
COc1cc(/C=N/NC(=O)c2ccc(-c3ccccc3)cc2)cc(OC)c1OC | -1 | -4 | 2 | -6 | -7 | -14 | -0.5 | -0.9 | -4
CCCN(CCC)c1nc(C)cc(C(C#N)c2nc3ccccc3o2)n1 (centres undefined) | 0 | -3 | -6 | -21 | -2 | -12 | 0.4 | -0.6 | -2
COc1ccc(/C=C/C(=O)N(C)C2CCS(=O)(=O)C2)cc1OC (centres undefined) | 5 | 0 | -3 | -11 | -14 | -13 | -0.4 | 1.1 | 1
O=C(Cc1cccs1)N1CCN(S(=O)(=O)c2ccc(Br)cc2)CC1 | 7 | -1 | 2 | -6 | -2 | -4 | 1.0 | -1.5 | 2
Cn1nnnc1SCC(=O)N1c2ccccc2Sc2ccccc21 | 0 | 2 | 3 | -12 | -5 | 2 | 1.0 | 0.4 | -1
COc1cccc(C(=O)NC(=S)NCc2ccco2)c1 | 14* | 9 | 2 | -17 | 0 | -11 | -0.4 | 0.8 | 0
COc1ccc(-n2cc(CNC3CCC(O)CC3)c(-c3cccc(F)c3)n2)cc1 (centres undefined) | -1 | 7 | -2 | 1 | -41 | -19 | 0.8 | 0.5 | 3
COc1ccc(NC(=O)CCN2C(=O)c3ccncc3C2=O)cc1OC | 0 | -5 | -7 | -10 | nt | -7 | 1.2 | 1.9 | -2
Cc1ccc(S(=O)(=O)N2CCOCC2)cc1NC(=O)COc1ncnc2ccccc12 | -3 | 6 | 10[fluorescence artefact?] | -5 | 1 | -2 | 1.7 | 0.8 | 4
O=C1OC2(CCCCC2)OC(=O)C1=CNc1ccc2c(c1)OCO2 | -1 | 2 | -3[fluorescence artefact?] | -23 | 13 | 0 | 0.6 | 0.0 | -1
Cc1cc(/C=N/NS(=O)(=O)c2ccc(F)c(Cl)c2)no1 | 1 | -3 | -3 | 11 | -1 | -5 | 1.7 | 0.5 | -1
CCCC(=O)Nc1ccc2oc(-c3cncc(Br)c3)nc2c1 | -4 | -2 | -2 | -3 | -21 | 1 | 0.0 | 0.6 | -5
CCOC(=O)C1=C(C)Nc2ncnn2C1/C=C/c1ccccc1 (centres undefined) | 8 | 9 | -1[fluorescence artefact?] | -27 | -1 | -3 | -2.7 | 0.1 | 2
CC(=O)c1cnc2sccn2c1=O | -3 | 1 | 16 | -6 | 5 | 6 | 16* | 1.8 | -3
CCc1ccc(/C=N\n2cnnc2)cc1 | 0 | -1 | 1 | -7 | 6 | 9 | 0.8 | -0.1 | -6
CN(c1ccc2nc3ccccc3c(=O)n2n1)C1CCCCC1 | -4 | 18 | 2 | 5 | -87 | -3 | -1.1 | -0.1 | 14
COc1ccc(CCNC(=O)Cn2cccc2C(=O)c2ccccc2)c(OC)c1 | 3 | 5 | 3 | -18 | -4 | -5 | 0.2 | 0.6 | 0
COc1cccc2c1OCC(C(=O)OCc1cccnc1)=C2 | 2 | 10 | -1 | 1 | -14 | -11 | -0.3 | -0.4 | -2
Cc1cccc(N=Nc2cn[nH]c2-c2ccco2)c1 | -1 | 0 | -4 | 7 | -8 | 1 | 0.7 | -0.5 | 1
Cc1ccc(CC(=O)N/N=C/c2ccc3c(c2)OCO3)cc1 | 2 | 8 | 0 | -1 | -1 | 5 | -0.5 | -0.8 | 1
O=C(CN1C(=O)CCSc2ccccc21)Nc1ccc2c(c1)OCO2 | -1 | 4 | -1 | -4 | -26 | 3 | 0.4 | -0.1 | -4

From PubChem BioAssay
